Bioassay records from PubChem BioAssay.
NADH enzymes: blocks coupling enzymes of NAD/NADH assays; hit rate 0.02% among 65,000; coupled PK/LDH NADH assays, four targets; AID 774; IC50, µM (top dose mostly 10 µM), for the others: at the top dose inhibition;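 active means single-dose screening hits from any of four coupled enzyme assays that gave an IC50 when retested across doses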;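 further: the DPM-DC format reads NADH fluorescence rather than 340 nm absorbance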
tolC growth inh: E. coli tolC mutant growth inhibition; E. coli BW25113 tolC mutant growth, OD615; growth inhibition, % at 10 µM (by protocol); hit rate 2.2% among 65,000;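 active means growth inhibition at or above a cutoff equal to the mean over every tested compound plus 3 SD, cut at about 60% in these data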;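 further: growth measured after 20 h incubation at 37 °C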
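Test system: E. coli BW25113 ΔtolC::kan bacteria | Medium: Kanamycin-containing LB broth (50 µg/mL) | Dosing: One dose of 10 µM final | Times: 20 h incubation with compound, 37 °C | Detection: Optical density read at 615 nm | Read-out basis: Percent growth inhibition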
ROCK2 blocker: blocks human Rho kinase 2 activity; O75116; purified ROCK2, Kinase-Glo ATP depletion luminescence; inhibition, % at 6 µM; hit rate 0.35% among 60,000; AID 604;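 active means inhibition above the screen-wide mean inhibition plus 3 SD, cut at about 18% in these data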;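 further: plate controls were DMSO wells for no effect and Y-27632 control wells after no-enzyme background subtraction for full effect; many of its hits are not listed in these tables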
Target sequence (O75116 whole entry, looked up): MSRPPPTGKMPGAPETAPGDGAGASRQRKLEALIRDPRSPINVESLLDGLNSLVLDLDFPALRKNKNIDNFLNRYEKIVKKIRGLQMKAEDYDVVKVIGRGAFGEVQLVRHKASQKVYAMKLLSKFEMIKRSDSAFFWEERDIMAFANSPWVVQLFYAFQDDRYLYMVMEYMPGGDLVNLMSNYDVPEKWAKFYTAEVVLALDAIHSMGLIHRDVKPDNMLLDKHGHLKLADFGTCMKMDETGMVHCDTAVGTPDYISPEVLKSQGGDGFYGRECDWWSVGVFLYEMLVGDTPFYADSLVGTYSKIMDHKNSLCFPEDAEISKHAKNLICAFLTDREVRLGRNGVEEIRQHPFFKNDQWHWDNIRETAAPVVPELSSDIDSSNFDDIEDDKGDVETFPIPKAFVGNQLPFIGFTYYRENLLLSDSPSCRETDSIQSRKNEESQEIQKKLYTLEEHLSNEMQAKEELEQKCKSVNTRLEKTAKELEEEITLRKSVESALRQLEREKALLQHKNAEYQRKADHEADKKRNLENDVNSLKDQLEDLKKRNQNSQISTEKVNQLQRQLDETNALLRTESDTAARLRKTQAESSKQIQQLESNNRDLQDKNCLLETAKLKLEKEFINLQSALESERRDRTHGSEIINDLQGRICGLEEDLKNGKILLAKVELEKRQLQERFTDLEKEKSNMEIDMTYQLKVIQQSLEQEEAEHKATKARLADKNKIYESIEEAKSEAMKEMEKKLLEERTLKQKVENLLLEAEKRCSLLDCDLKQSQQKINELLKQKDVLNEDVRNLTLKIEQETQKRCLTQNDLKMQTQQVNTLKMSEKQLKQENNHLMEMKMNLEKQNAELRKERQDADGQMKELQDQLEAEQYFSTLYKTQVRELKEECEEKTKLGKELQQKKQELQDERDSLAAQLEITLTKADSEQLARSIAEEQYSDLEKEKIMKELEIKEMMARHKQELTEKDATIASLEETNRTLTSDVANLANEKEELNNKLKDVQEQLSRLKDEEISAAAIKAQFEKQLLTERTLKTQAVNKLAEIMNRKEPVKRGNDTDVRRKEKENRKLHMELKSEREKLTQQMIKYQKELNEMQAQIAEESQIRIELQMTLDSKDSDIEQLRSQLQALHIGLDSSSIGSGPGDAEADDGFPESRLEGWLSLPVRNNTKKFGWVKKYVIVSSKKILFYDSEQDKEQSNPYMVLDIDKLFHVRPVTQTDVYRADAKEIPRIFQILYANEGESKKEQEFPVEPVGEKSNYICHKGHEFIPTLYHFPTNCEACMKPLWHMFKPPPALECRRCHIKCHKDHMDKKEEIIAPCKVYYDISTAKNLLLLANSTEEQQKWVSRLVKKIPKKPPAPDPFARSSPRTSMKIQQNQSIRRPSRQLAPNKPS
HEK293 NFkB inh: lowers PMA/ionomycin-induced NF-kB signal in HEK293 cells; HEK-293 NF-kB luciferase reporter, luminescence; inhibition, % at 3 µM; hit rate 0.21% among 62,000; AID 465;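 active means inhibition above the mean of all tested compounds plus 3 SD, cut at about 40% in these data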;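 further: 0% = stimulated DMSO wells and 100% = 10 µM reference inhibitor 5653914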
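Reagent: PMA plus ionomycin mix as NF-kB-activating stimulus. Assay system: NF-kB luciferase reporter HEK-293 cells. Technique: luminescence from luciferase substrate reagent. Incubation: 1 h compound pre-incubation, 16 h PMA/ionomycin at 37 °C. Benchmarks: DMSO only as uninhibited control, 10 µM reference inhibitor as full inhibition. Repeats: tested once.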
PKA kinase inh: PKA (human) kinase inhibition; P17612; PKA Kemptide phosphorylation, Kinase-Glo ATP luminescence; inhibition, % at 6 µM; hit rate 0.1% among 65,000;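 active means inhibition above the screen-wide mean inhibition plus 3 SD, cut at about 21% in these data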; further: many of its hits are not listed in these tables
MMP13 inh: inhibitors of human MMP13; P45452; MMP-13 fTHP FRET cleavage, Mca fluorescence; inhibition, % at 4 µM; hit rate 0.07% among 65,000; AID 570;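 active means inhibition above the mean of compound-free control plate wells plus 3 SD, cut at about 14% in these data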;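 further: 0% = DMSO wells and 100% = wells with reference MMP-13 inhibitor after basal subtraction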
JNK3 inh: JNK3 (human) kinase inhibition; purified JNK3 kinase activity, HTS; inhibition, % at 8 µM; hit rate 0.61% among 60,000; P53779; AID 746; in the data active means inhibition above about 17%;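 further: 0% = DMSO and 100% = reference inhibitor; many of its hits are not listed in these tables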
Fluor 339 460: intrinsic fluorescence of library compounds, ex339/em460 – biochemical, MLSMR library, data from DPM-DC assay, artefact control, profiling panel. compound autofluorescence, ex339/em460 nm, NADH buffer; hits give high values; 1 = no-compound wells, NADH background. fluorescence fold increase at 10 µM. hit rate 5.5% among 65,000;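 active means at 10 µM, mean starting fluorescence two-fold or more over control wells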;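 further: signal is the first read of a kinetic run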
Abs 340nm: absorbance at 340 nm. compound absorbance at 340 nm, fold over control. fold change at 10 µM. 65,000 tested, under 10 active. AID 708;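 active means at 10 µM dose, initial 340 nm absorbance at least 2 fold that of control wells; inactive means change under 2 fold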;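 further: initial absorbance extrapolated from kinetic A340 decline of NADH oxidation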
Active calls of the source: *; / = not tested or not shown.

SMILES | NADH enzymes | tolC growth inh | ROCK2 blocker | HEK293 NFkB inh | PKA kinase inh | MMP13 inh | JNK3 inh | Fluor 339 460 | Abs 340nm
CCN1CCCC1CNC(=O)C(NC(=O)C1CCC(C)CC1)C(C)C (stereo unspecified) | 3% | -15 | 1 | 16 | 2 | -2 | -6 | 1.1 | 0.97
Cc1cc(C)n2nc(SCC(=O)NCc3ccco3)nc2n1 | 13% | -15 | / | 13 | -2 | 4 | / | 0.97 | 1
CN1CCN(C(=O)c2cc(-c3cccc(Cl)c3)on2)CC1 | 7% | -22 | 2 | -12 | 2 | 1 | 4 | 1.1 | 0.99
O=C(Nc1ccc(N2CCOCC2)cc1)NC1CCCCC1 | 7% | -16 | -1 | 7 | -3 | 3 | -1 | 1.1 | 1
O=C(CSc1nnc(-c2cccnc2)n1Cc1ccco1)NCc1ccc2c(c1)OCO2 | 3% | -2 | 1 | -2 | 3 | 2 | 6 | 1.1 | 1.1
COc1ccc2[nH]c(=O)c(CN(Cc3cccs3)Cc3nnnn3C(C)(C)C)cc2c1 | 6% | 24 | 4 | 13 | 10 | -7 | 1 | 1.8 | 1
O=C(CC1(O)C(=O)N(Cc2ccccc2Cl)c2ccccc21)c1ccco1 (stereo unspecified) | 2% | 34 | 6 | 24 | 9 | 5 | 1 | 1.1 | 1
COc1ccccc1NC(=O)CCC(=O)Nc1ccccc1OC | 3% | -10 | 1 | 14 | 11 | 8 | -8 | 1.1 | 1
O=C(OCC#CCSc1nnc(-c2cccc3ccccc23)o1)c1cccs1 | 4% | 25 | -2 | 11 | 6 | 5 | -5 | 2.2* | 1.1
CCCCn1c(=O)n(Cc2cccc(F)c2)c(=O)c2c1ncn2Cc1ccco1 | 3% | 65* | 6 | 3 | 8 | 2 | 3 | 1.1 | 1
O=C(CN1CCCCC1)Nc1cccc(Cl)c1Cl | 10% | -5 | 14 | 7 | 5 | 4 | 5 | 1.1 | 1
COc1ccc(C2C(C#N)=C(C)NC3=C2C(=O)c2ccccc23)cc1 (stereo unspecified) | 5% | 9 | 5 | / | 6 | 2 | 4 | 1 | 1
Cn1c(=O)c2c(nc(Br)n2Cc2ccccc2Cl)n(C)c1=O | 3% | 3 | 0 | 13 | -2 | -2 | 2 | 1.1 | 1
CC(=O)NC1C(=O)N=C(SCC(=O)NC2CCCCC2)NC1=O (stereo unspecified) | 11% | -32 | 9 | 14 | 1 | 0 | 9 | 1.2 | 0.99
Cn1c(=O)c2c(nc(SCC(=O)c3cccs3)n2Cc2ccc(F)cc2)n(C)c1=O | 2% | -12 | 0 | 17 | -2 | -1 | 1 | 1.1 | 1
COc1ccc2cc(C(=O)OC(C)C)sc(=O)c2c1OC | 5% | 12 | -2 | -7 | -4 | -1 | 0 | 1.5 | 1.1
COCCn1c(SCC(=O)c2ccc(F)cc2)nnc1C(C)C | 4% | -8 | 1 | 14 | -1 | 1 | -4 | 1 | 0.98
CC(C)(C)C1CCc2onc(C(=O)NCc3ccc(F)cc3)c2C1 (stereo unspecified) | 7% | 22 | 6 | 11 | 4 | 1 | 2 | 1.1 | 0.99
COc1ccc(C)cc1S(=O)(=O)N(CC(N)=O)Cc1ccccc1 | 3% | -5 | 6 | 3 | 10 | 6 | 1 | 1.1 | 1
Cc1[nH]c2ccccc2c1SCC(=O)N1CCOCC1 | 7% | -3 | 5 | 9 | 7 | 6 | 3 | 1.1 | 1
CC(=O)NC1(C(F)(F)F)C(=O)NC(C)=C1C#N (stereo unspecified) | 0% | -6 | 1 | 14 | 8 | -2 | 2 | 1.1 | 1.1
CCOc1ccc(N2CC(=O)Nc3ccccc3NCC2=O)cc1 | 8% | 2 | -6 | 17 | 0 | 2 | -8 | 1.1 | 0.97
Cc1ccccc1-n1nnnc1SCc1csc(-c2ccccc2)n1 | 0% | 55 | 4 | 16 | 12 | -5 | -1 | 1.1 | 1
CCN1CCN(C(=O)CN(Cc2ccccc2)S(C)(=O)=O)CC1 | 11% | -5 | -10 | 21 | -11 | 5 | -5 | 1.1 | 1.1
Cc1ccc(O)c(NC(=O)CCC2CCCCC2)c1 | 4% | 12 | -1 | -7 | -4 | -4 | -1 | 1 | 1
Cc1cc2ccccc2c(=O)n1CC(=O)NC1CCCCCC1 | 8% | 5 | 5 | 18 | 11 | -5 | 5 | 1.6 | 1
O=C(CC1c2ccccc2Oc2ccccc21)NCc1ccco1 | 3% | 4 | 1 | 10 | 4 | -3 | 4 | 0.97 | 1
CC(C)(C)c1nnc2sc(SCC(=O)c3cccs3)nn2c1=O | 4% | 19 | / | 12 | 4 | 2 | / | 1.1 | 1.1
CCc1ccc(O)c(N=Cc2cccc(C)c2O)c1 | 0% | 0 | 6 | 8 | 6 | 3 | -2 | 1.1 | 1.1
Cc1cc(C)n(C/C=C/Cn2nc(C)cc2C)n1 | 0% | -18 | 3 | 8 | 5 | 3 | -7 | 1.1 | 1.1
CCc1c(C)nc(Nc2nc(C)c3cc(OC)ccc3n2)[nH]c1=O | 5% | 33 | 3 | 12 | 7 | -1 | -2 | 1.1 | 1
O=C(CN1CCN(CCOCCO)CC1)N1c2ccccc2Sc2ccc(Cl)cc21 | 5% | 4 | 2 | 11 | -3 | -1 | 7 | 1.1 | 1
COc1ccc(C(CC(=O)O)NC(=O)c2ccccc2)cc1OC (stereo unspecified) | 3% | -13 | 4 | 10 | 3 | -1 | 2 | 1 | 0.96
COc1ccc(NC(=O)NCCN2CCN(c3cccc(Cl)c3)CC2)cc1 | 10% | -5 | 4 | 14 | 10 | 0 | 5 | 1.1 | 0.98
Cc1occc1-c1nnc(SCC(=O)Nc2ccccc2N2CCCCC2)n1C | 9% | 26 | 7 | 5 | 5 | 4 | 9 | 1.1 | 0.97
O=c1[nH]c2ccc(S(=O)(=O)N3CCN(c4ccccc4F)CC3)cc2s1 | 4% | 100* | / | 8 | 4 | 2 | / | 1.1 | 1.1
CCOC(=O)c1cc2n(c1N)-c1ccccc1C2=O | 0% | 3 | 3 | -4 | 0 | -3 | -3 | 1.2 | 1
COc1ccccc1-c1cc(C(=O)Nc2cc(C)n(Cc3ccc(Cl)cc3)n2)no1 | 7% | -1 | 5 | 16 | 5 | -2 | -5 | 1.1 | 1
CCOC(=O)N1CCN(Cc2nc3c(c(=O)n(C)c(=O)n3C)n2Cc2cccc(C)c2)CC1 | 7% | 5 | 2 | 3 | 2 | -2 | -2 | 1.1 | 0.98
C=CCSc1nnc(NC(=O)CSc2nc3ccccc3o2)s1 | 1% | 40 | 1 | -8 | -3 | -2 | -1 | 1.1 | 1
CCS(=O)(=O)N1CCC(C(=O)NCc2ccc(F)cc2Cl)CC1 | 6% | -7 | 5 | 2 | 9 | 2 | 5 | 1 | 1
CCN(CCNC(=O)C1CC(=O)N(CCc2ccccc2)C1)c1ccccc1 (stereo unspecified) | 6% | 9 | 2 | 14 | 9 | -3 | 3 | 1 | 1
CC(C)CNC(=O)c1noc2c1CCCC2 | 7% | -16 | 0 | 2 | -7 | 2 | 1 | 1.1 | 1
CC(C)Cn1c(N)c(C(=O)COC(=O)c2ccc3c(c2)OCCO3)c(=O)n(C)c1=O | 2% | 25 | 2 | 24 | 5 | 1 | 9 | 1.1 | 0.98
CCOc1ccc2cc(C#N)c(SCC(=O)N3CCCC3)nc2c1 | 8% | 1 | -1 | 1 | -4 | -2 | 5 | 2.1* | 1
Cc1ccc2c(c1)CN1CN2Cc2cc(C)ccc21 | 2% | 7 | 1 | 20 | -4 | 1 | 0 | 1.1 | 1
O=C1c2cccnc2C(O)N1C1CCCCC1 (stereo unspecified) | 7% | -10 | 5 | 13 | 14 | -1 | 2 | 0.96 | 1
O=C(Nc1ccc(Cl)cn1)c1ccc(COCC(F)(F)C(F)F)o1 | 1% | 25 | 6 | 8 | 11 | 1 | -7 | 1.1 | 1
COc1cccc(Cn2nnc(C(=O)Nc3cc(C)ccc3OC)c2N)c1 | 2% | 6 | 0 | 11 | -1 | -2 | 0 | 1.1 | 1.1
CCc1cccc(NC(=O)CCS(=O)(=O)c2cccc3nonc23)c1 | 4% | 7 | / | 11 | -5 | 4 | / | 1.1 | 1.1

6 of the compounds above, as a markdown table.
| canonical_smiles | NADH enzymes | tolC growth inh | ROCK2 blocker | HEK293 NFkB inh | PKA kinase inh | MMP13 inh | JNK3 inh | Fluor 339 460 | Abs 340nm |
| --- | --- | --- | --- | --- | --- | --- | --- | --- | --- |
| CCN(CCNC(=O)C1CC(=O)N(CCc2ccccc2)C1)c1ccccc1 (stereo unspecified) | 6% | 9 | 2 | 14 | 9 | -3 | 3 | 1 | 1 |
| CC(C)CNC(=O)c1noc2c1CCCC2 | 7% | -16 | 0 | 2 | -7 | 2 | 1 | 1.1 | 1 |
| CC(C)Cn1c(N)c(C(=O)COC(=O)c2ccc3c(c2)OCCO3)c(=O)n(C)c1=O | 2% | 25 | 2 | 24 | 5 | 1 | 9 | 1.1 | 0.98 |
| CCOc1ccc2cc(C#N)c(SCC(=O)N3CCCC3)nc2c1 | 8% | 1 | -1 | 1 | -4 | -2 | 5 | 2.1* | 1 |
| Cc1ccc2c(c1)CN1CN2Cc2cc(C)ccc21 | 2% | 7 | 1 | 20 | -4 | 1 | 0 | 1.1 | 1 |
| O=C1c2cccnc2C(O)N1C1CCCCC1 (stereo unspecified) | 7% | -10 | 5 | 13 | 14 | -1 | 2 | 0.96 | 1 |

The results go on:
SMILES | NADH enzymes | tolC growth inh | ROCK2 blocker | HEK293 NFkB inh | PKA kinase inh | MMP13 inh | JNK3 inh | Fluor 339 460 | Abs 340nm
CCS(=O)(=O)N1CCCC(C(=O)NCc2ccc(C)cc2)C1 (stereo unspecified) | 4% | -15 | -1 | 9 | 0 | -3 | 4 | 1.1 | 0.98
CCOC(=O)N1CCN(C(=O)c2ccc(NS(C)(=O)=O)cc2)CC1 | 1% | -20 | 5 | 7 | 7 | -1 | 5 | 1.1 | 1
Cc1ccc(C)c2[nH]c(=O)c(CN(CC3CCCO3)S(=O)(=O)c3ccc4c(c3)OCCO4)cc12 (stereo unspecified) | 14% | 60* | 2 | 2 | 6 | -3 | 5 | 1.2 | 1
CCN(CC)c1ccc(C2NC(=O)NC(C)=C2C(=O)Nc2ccccc2)cc1 (stereo unspecified) | 3% | 12 | 0 | 11 | 11 | 3 | -7 | 1.2 | 1
O=C(CN(C(=O)CSc1nnc(COc2ccccc2)o1)c1ccc(F)cc1)NC1CCCC1 | 5% | -14 | 5 | 11 | 4 | 7 | 4 | 1.1 | 1
COc1ccc(F)cc1S(=O)(=O)NC(Cc1ccccc1)C(N)=O (stereo unspecified) | 4% | -9 | -2 | 17 | 5 | -4 | 3 | 1.2 | 1.1
CCOC(=O)c1ccccc1NS(=O)(=O)c1ccccc1F | 4% | 18 | 3 | 15 | 8 | -6 | 4 | 1.1 | 1
COc1ccc(NC(=O)C2CCCN(S(=O)(=O)c3cccc4nonc34)C2)c(OC)c1 (stereo unspecified) | 6% | 18 | / | 22 | -3 | 2 | / | 1.1 | 1
COc1cccc(C(=O)CSc2nnc(CNS(=O)(=O)c3ccc(C)cc3)n2C)c1 | 2% | 1 | 1 | 12 | -4 | 6 | 6 | 1.1 | 1
O=C(c1ccc(S(=O)(=O)NCC2CCCO2)cc1)N1CCc2ccccc21 (stereo unspecified) | 3% | 6 | 0 | 9 | -4 | 2 | 2 | 1.1 | 1

These rows are one share of the data. The share of hits here may be higher or lower than overall.
